Compound activity as filed in PubChem.
HepG2 tox – kills HepG2 cells in TGF-b inhibitor counter-screen. Potency, µM (series often up to 46.1 µM), without a hit: at the top dose activity change, negative = cytotoxicity, actives largely listed as cytotoxic. AID 588856. hit rate 0.76% among 410,000. HepG2 CAGA-GFP viability, ATP luminescence, 18 h; further: potency means the concentration at half of the fitted maximal effect; some results filed as inactive show a strong effect at the top dose
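HepG2 CAGA-GFP cells (1000/well, DMEM with 1% FBS) received compound, then TGF-beta at 500 pg/mL final, and were incubated 18 hours at 37 degrees C. Viability was read by CellTiter-Glo luminescence. Media-only wells were set as complete cell-killing and DMSO as no toxicity.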
TGFb SMAD3 inh – inhibitors of TGF-b signaling. HepG2 CAGA-GFP TGF-b/SMAD3 reporter, GFP fluorescence, 18 h; TGF-beta stimulated, 500 pg/mL final. Potency, µM (series often up to 46.1 µM), for inactives: top-dose activity, negative = inhibition, usual class: inhibitors. hit rate 1.2% among 410,000; further: potency means the concentration at half of the fitted maximal effect; on the % scale 0 is the no-effect control and ±100 the full control effect; nearly all actives have a fitted effect of over 65% in size
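HEPG2 CAGA-GFP reporter cells (1000/well, DMEM with 1% FBS) received compounds, then recombinant TGF-beta at 500 pg/mL final for 18 hours at 37 degrees C. Per-cell GFP summed per well was normalised to unstimulated and stimulated DMSO controls before curve fitting.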
Nrf2 inh – inhibitors of Nrf2 signaling; A549 ARE-Fluc reporter, luciferase luminescence, 18-24 h; Potency, µM (doses to about 46 µM), inactives show top-dose activity change, negative = inhibition, hits mostly inhibitors; hit rate 2.1% among 360,000; further: potency means the concentration at half of the fitted maximal effect; on the % scale 0 is the no-effect control and ±100 the full control effect; nearly all actives have a fitted effect of over 60% in size
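A549 ARE_Fluc cells, 5000/well, 5% FBS OPTI-MEM; compounds in dose-response, 18-24 h at 37 °C/5% CO2; CellTiter-Fluor viability read (Ex 405/Em 525), then BugLite luciferase luminescence = Nrf2 activity.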
Nrf2 ARE act – activates Nrf2 signaling; AREc32 ARE-luciferase reporter (MCF7-derived line), luminescence, 24 h; Potency, µM (doses to about 46.1 µM), for inactives: top-dose activation, usual class: activators; hit rate 0.31% among 410,000; AID 624171; further: potency means the concentration at half of the fitted maximal effect; % of control where 0% means no effect; nearly all actives have a fitted effect of over 65% in size
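Luciferase luminescence (Steady-Glo, 30 min at room temperature) served as the read-out of ARE activation in AREc32 cells treated with compounds for 24 hr at 37 deg C.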
Abeta yeast res – A-beta toxicity reversal in yeast | yeast expressing A-beta42, growth rescue, OD600, 48 h; response scale: 0% DMSO, 100% iron-clioquinol control | Potency, µM (series often up to 46.1 µM), for inactives: at the top dose growth rescue, actives largely listed as activators | hit rate 0.063% among 410,000 | AID 1347071; further: potency means the concentration at half of the fitted maximal effect; nearly all actives have a fitted effect of over 55% in size
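Yeast A-beta toxicity model in growth medium with pinned compounds, 48 h at 30 C; growth read as absorbance at 600 nm. Normalized to FeCl3/clioquinol equimolar mix (positive) and DMSO (negative).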
Akt phos inh – inhibitors of Akt phosphorylation | Neuro2A IGF-stimulated pAkt S473 HTRF, 20 min; hits give low values | activity change, % for hits at 50 µM | hit rate 0.32% among 360,000 | AID 651550; in the data active means activity change below about -80%; inconclusive means mostly about -51% to -80%; further: on the % scale 0 is the no-effect control and ±100 the full control effect
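Neuro2A cells in DMEM with 0.5% FBS, overnight at 37 deg C, given compound at single 50 µM final, then IGF (6 nM final) for 20 min at 37 deg C. Lysed; phospho-Akt Ser473 by HTRF after 24 h, 665/615 ratio.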
CCT chaperon mod – cytosolic chaperonin activity modulation. hit rate 0.3% among 360,000. AID 651819. purified chaperonin ATPase assay, HTRF ADP detection, 30 min. activity change, % (test concentration not listed), hits read low; in the data active means activity change below about -30%; further: on the % scale 0 is the no-effect control and ±100 the full control effect
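Enzyme 40 or 20 nM (batch-dependent) in Tris pH 7.4/KCl/MgCl2/DTT; cpd 76 uM single point; ATP 10 uM; 30 min 37 °C; Transcreener ADP HTRF detection, 30 min RT; ratio 665/615.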
Mm-Cpn inhibitor – inhibitors of Methanococcus maripaludis chaperonin (MmCpn); purified Mm-Cpn ATPase, ADP Transcreener TR-FRET; Potency, µM (highest dose often 76.9 µM), for inactives: top-dose activity, negative = inhibition, actives largely listed as inhibitors; hit rate 0.031% among 330,000; AID 504842; further: potency means the concentration at half of the fitted maximal effect; on the % scale 0 is the no-effect control and ±100 the full control effect; nearly all actives have a fitted effect of over 80% in size
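ATP (10 uM final) was added to archaeal chaperonin (25 nM final) after 10 min exposure to test compound at 37°C; after 30 min further incubation, ADP was detected by competitive TR-FRET.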
A549 viability – A549 cytotoxicity, counter-screen for Nrf2 inhibitors; A549 ARE-Fluc cells, CellTiter-Fluor viability, 18-24 h; hit rate 0.16% among 390,000; Potency, µM (top dose mostly 46 µM), without a hit: at the top dose activity change, negative = cytotoxicity, most hits filed as inhibitors; further: potency means the concentration at half of the fitted maximal effect; on the % scale 0 is the no-effect control and ±100 the full control effect
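Cytotoxicity counterscreen: CellTiter-Fluor fluorescence was measured in A549 ARE_Fluc cells after 18-24 h of compound exposure in a concentration series. The subsequent BugLite luminescent read reports ARE-luciferase activity.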
Active calls of the source: *; i = inactive; ? = inconclusive; · = no result given; [ ] = dose if it differs, or a comment. Unless noted, the call rests on the fitted dose curve; in most records, active means well fitted curve in the direction sought with a large enough effect; inconclusive means small, poorly fitted or top-dose-only effect, or another doubt; inactive means no such curve, though single readings can be large; an effect the other way counts as inactive or inconclusive.

1) COC(=O)c1c(NC(NC(=O)C(C)C)C(Cl)(Cl)Cl)sc2c1CCCC2 (stereo not given)
2) Cc1c(S(=O)(=O)N2CCN(c3ccc(F)cc3)CC2)c(=O)n(C)c(=O)n1C
3) CCN(c1ccccc1)c1ncnc2c1cnn2-c1ccc(OC)cc1
4) Cn1c(=O)c2c(nc(NCc3cccnc3)n2Cc2ccc(Cl)cc2)n(C)c1=O
5) C[C@@H]1C(=O)O[C@@H]1[C@@H](C)CO[Si](c1ccccc1)(c1ccccc1)C(C)(C)C
6) Cc1nn(Cc2noc(C(=O)NC(C)c3ccccc3)n2)c(C)c1Br (stereo not given)
7) N/C(=N\NC(=O)Nc1ccc(Cl)cc1)c1ccccn1
8) CN(C(=O)c1ccc(NC(=O)Cc2cccc(NC(=O)C3CCN(C(=O)C4CCC4)CC3)c2)cc1)C1CCCC1
entry no.,1,2,3,4,5,6,7,8
Abeta yeast res,-16%,-3%,-1%,8%,·,-2%,8%,-8%
CCT chaperon mod,-2.4,-4.3,·,-3.4,·,·,1.9,1.5
Mm-Cpn inhibitor,1%,0%,·,0%,·,·,-9%,1%
A549 viability,0%,11%,6%,-4%,-4%,1%,1%,8%
TGFb SMAD3 inh,6%,?,40%,3%,0%,-25%,-19%,-11%
Nrf2 ARE act,0.3%,-0.6%,4.8%,2.7%,·,0.4%,4.3%,0.8%
HepG2 tox,-1%,-29%,-8%,-40%,6%,-32%,-29%,-7%
Akt phos inh,i,i,·,i,·,·,i,i
Nrf2 inh,-4%,19%,·,?,-3%,-19%,21%,-14%

Another view of seven compounds above.
| No. | SMILES | Abeta yeast res | CCT chaperon mod | Mm-Cpn inhibitor | A549 viability | TGFb SMAD3 inh | Nrf2 ARE act | HepG2 tox | Akt phos inh | Nrf2 inh |
| --- | --- | --- | --- | --- | --- | --- | --- | --- | --- | --- |
| 5 | C[C@@H]1C(=O)O[C@@H]1[C@@H](C)CO[Si](c1ccccc1)(c1ccccc1)C(C)(C)C | · | · | · | -4% | 0% | · | 6% | · | -3% |
| 3 | CCN(c1ccccc1)c1ncnc2c1cnn2-c1ccc(OC)cc1 | -1% | · | · | 6% | 40% | 4.8% | -8% | · | · |
| 8 | CN(C(=O)c1ccc(NC(=O)Cc2cccc(NC(=O)C3CCN(C(=O)C4CCC4)CC3)c2)cc1)C1CCCC1 | -8% | 1.5 | 1% | 8% | -11% | 0.8% | -7% | i | -14% |
| 7 | N/C(=N\NC(=O)Nc1ccc(Cl)cc1)c1ccccn1 | 8% | 1.9 | -9% | 1% | -19% | 4.3% | -29% | i | 21% |
| 2 | Cc1c(S(=O)(=O)N2CCN(c3ccc(F)cc3)CC2)c(=O)n(C)c(=O)n1C | -3% | -4.3 | 0% | 11% | ? | -0.6% | -29% | i | 19% |
| 4 | Cn1c(=O)c2c(nc(NCc3cccnc3)n2Cc2ccc(Cl)cc2)n(C)c1=O | 8% | -3.4 | 0% | -4% | 3% | 2.7% | -40% | i | ? |
| 6 | Cc1nn(Cc2noc(C(=O)NC(C)c3ccccc3)n2)c(C)c1Br (stereo not given) | -2% | · | · | 1% | -25% | 0.4% | -32% | · | -19% |

Further structures:
9) COCCCNC(=O)CCc1nc(-c2ccccc2Cl)no1
10) Cc1cc([N+](=O)[O-])ccc1N
11) Cc1ccc(NC(=O)COC(=O)Cc2cccs2)c(Br)c1
12) O=C(Nc1ccccc1)O/N=C/c1ccccc1Cl
13) COc1ccc(CCNC(=O)c2cc3c(-c4ccccc4F)nn(C)c3s2)c(OC)c1
14) CCOC(=O)c1c(NC(C)=O)sc2c1CCC(C=NCCCN(CC)CC)=C2Sc1ccccc1
15) COc1ccc(CNc2nc(-c3cccnc3)nn2C(=O)c2ccco2)cc1
16) CC(=O)N1CCCc2cc(S(=O)(=O)NCc3ccc(C)cc3)ccc21
entry no.,9,10,11,12,13,14,15,16
Abeta yeast res,12%,8%,11%,-12%,1%,-11%,0%,0%
CCT chaperon mod,-2.5,2.9,-1.3,0.8,·,-2.7,-4.2,-1.6
Mm-Cpn inhibitor,3%,0%,-2%,3%,·,·,-2%,1%
A549 viability,-3%,-4%,-1%,15%,-9%,-7%,12%,-1%
TGFb SMAD3 inh,-11%,-18%,-20%,-16%,-3%,1%,10%,4%
Nrf2 ARE act,-0.7%,1.9%,0.2%,0.5%,-0.8%,24%,0.2%,-0.4%
HepG2 tox,6%,-10%,0%,1%,-44%,-13%,-27%,1%
Akt phos inh,i,i,i,i,·,i,i,i
Nrf2 inh,16%,5%,0%,10%,-16%,?,·,-12%

17) Cc1ccc(/C=C(/C#N)c2nc(CCN3C(=O)c4ccccc4C3=O)cs2)cc1
18) CCCCOc1ccc(C(=O)N(Cc2nc(-c3ccc(Cl)cc3)no2)C(C)C)cc1
19) CN1C(=O)c2cccc3c(N(C)C)ccc(c23)C1=O
20) NNC(=O)CCCCCCCCCCOCCCCO
21) COC(=O)c1ccccc1NC(=O)CSc1nnc(C(CO)NC(=O)c2ccccc2)n1C (stereo not given)
22) CC(=O)Nc1ccc(NC(=O)CCCn2cnc3ccccc3c2=O)cc1
23) O=C(NCc1ccon1)C1CCC(=O)N(CCc2ccc(Cl)cc2)C1 (stereo not given)
24) Cc1ccc(C(C)C)c(OCc2nn(CC(=O)c3ccc(Cl)cc3)c3[n+]2CCCCC3)c1
entry no.,17,18,19,20,21,22,23,24
Abeta yeast res,-4%,8%,-35%[inhibitor],-35%[inhibitor],-9%,-1%,4%,-8%
CCT chaperon mod,-0.3,·,-0.4,0.8,1.0,-1.2,-1.2,-1.5
Mm-Cpn inhibitor,1%,·,-2%,0%,-1%,-1%,0%,-9%
A549 viability,-8%,10%,12%,-1%,3%,0%,10%,-9%
TGFb SMAD3 inh,0%,?,57%[activator],2%,-4%,4%,1%,?
Nrf2 ARE act,0.4%,-0.1%,13%,0.0%,-0.1%,0.0%,-0.2%,-2.8%
HepG2 tox,-25%,-3%,-16%,3%,-10%,10%,0%,-104%
Akt phos inh,·,·,i,i,i,i,i,i
Nrf2 inh,-17%,-10%,-3%,?,2%,-5%,-22%,?

25) O=C(NCCCN1CCOCC1)c1sc2cc(F)ccc2c1Cl
26) CN(Cc1ccc(F)cc1)C(=O)COc1ccccc1-c1ccccc1
27) COc1ccc(CCNC(=O)CN(Cc2ccc(Cl)cc2)S(C)(=O)=O)cc1OC
28) COc1cccc(C(=O)Nc2cc(C)ccc2NC(=O)COc2ccccc2)c1
29) CCCN(CC(=O)Nc1ccc(Cl)cc1Cl)C(=O)CC(NC(C)=O)c1ccccc1 (stereo not given)
30) O=C(Cc1ccccc1F)Nc1cccc(S(=O)(=O)N2CCOCC2)c1
31) COc1ccc(CCNC(=O)c2nn(-c3ccc(C)cc3)c(=O)c3c2c2ccccc2n3C)cc1OC
32) CC(C)NC(=S)NC1(C)CCS(=O)(=O)C1 (stereo not given)
entry no.,25,26,27,28,29,30,31,32
Abeta yeast res,-2%,-7%,-6%,12%,-5%,0%,-9%,-2%
CCT chaperon mod,-6.8,1.5,1.7,-1.7,-1.4,-2.4,·,-1.1
Mm-Cpn inhibitor,-3%,1%,0%,-24%,-1%,-1%,·,0%
A549 viability,2%,6%,11%,1%,11%,10%,1%,8%
TGFb SMAD3 inh,9%,14%,3%,-4%,-4%,3%,-5%,?
Nrf2 ARE act,2.6%,-0.5%,0.4%,0.1%,-0.6%,2.4%,-0.5%,-0.3%
HepG2 tox,-2%,-4%,-3%,-16%,-21%,-1%,-13%,0%
Akt phos inh,i,i,i,i,i,i,·,i
Nrf2 inh,?,-23%,13%,-6%,-7%,?,2%,8%

33) O=C(COC(=O)Cc1c[nH]c2ccccc12)Nc1ccc(Cl)cc1
34) O=C(N/C(=C\c1ccc(Cl)cc1)C(=O)N1CCOCC1)c1ccc([N+](=O)[O-])cc1
35) C=CCOc1cccc(C2C(C(=O)c3cccs3)=C(O)C(=O)N2Cc2cccnc2)c1 (stereo not given)
36) Cc1nc2nc(SCC(=O)NCCc3ccccc3)nn2c(C)c1Cc1c(F)cccc1Cl
37) O=C(N/N=C/C1CCCCC1)c1ccccn1
38) CCOc1ccc(NC(=O)Cn2cnc3sc(C)c(S(=O)(=O)N4CCN(c5ccccc5OC)CC4)c3c2=O)cc1
39) CCCOc1ccc(CNC(=O)c2cc3oc4ccccc4c3n2C)cc1
40) CCOC(=O)c1cn2nc(Oc3ccc(C#N)cc3)ccc2n1
41) OCc1ccc(OCCCOc2cccc3cccnc23)cc1
42) COc1cc(/C=N/N2C(=O)C3C4C=CC(CC4)C3C2=O)ccc1O (stereo not given)
entry no.,33,34,35,36,37,38,39,40,41,42
Abeta yeast res,4%,-7%,-21%,-10%,3%,-4%,-4%,-4%,24%,-28%
CCT chaperon mod,-4.2,-1.2,-1.5,·,-2.2,·,·,0.2,-0.9,-2.3
Mm-Cpn inhibitor,·,1%,0%,·,0%,·,·,-6%,3%,2%
A549 viability,·,-12%,-7%,1%,-5%,-24%,0%,6%,6%,-11%
TGFb SMAD3 inh,-10%,-27%,3%,?,13%,-14%,·,6%,-26%,0%
Nrf2 ARE act,-0.7%,0.3%,0.7%,0.9%,0.2%,0.1%,-1.3%,-0.4%,0.7%,0.4%
HepG2 tox,-12%,-23%,28%,-23%,-5%,-12%,6%,23%,-37%,-4%
Akt phos inh,i,i,i,·,i,·,·,i,i,i
Nrf2 inh,·,13%,11%,5%[9.27 µM],?,-2%[9.27 µM],?,-6%,-10%,11%
